High-throughput results deposited in PubChem BioAssay by National Center for Advancing Translational Sciences (NCATS).
HepG2 tox: HepG2 cytotoxicity, counter-screen for TGF-b inhibitors | HepG2 CAGA-GFP viability, ATP luminescence, 18 h | 410,000 tested, 0.76% active | AID 588856 | Potency, µM (titrated, usually from 46.1 µM), for the others: at the highest dose activity change, negative = cytotoxicity, most hits filed as cytotoxic; active means well fitted cell-killing curve with a large enough effect; inactive means no such curve, though single readings can be large or run the other way; further: some results filed as inactive show a strong effect at the top dose
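HepG2 CAGA-GFP cells (1000/well, DMEM with 1% FBS) received compound, then TGF-beta at 500 pg/mL final, and were incubated 18 hours at 37 degrees C. Viability was read by CellTiter-Glo luminescence. Media-only wells were set as complete cell-killing and DMSO as no toxicity.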
Numbers without * were called inactive. Potency means the concentration at half of the fitted maximal effect. A portion of the library; count on the stated rates, not on these rows.

SMILES	HepG2 tox
COc1cccc(Nc2nnc(-c3cc4ccc(O)cc4oc3=O)s2)c1	-1.5%
Cc1ccc(NC(=O)c2cc(S(=O)(=O)NC3CCCCC3)ccc2F)cc1Cl	10µM*
CCC(=O)N1CCc2cc(CNS(=O)(=O)c3ccc(NC(=O)CC(C)C)cc3)ccc21	-29.4%
COc1ccc(-n2ncc3c2ncn2nc(Cc4ccccc4)nc32)cc1	0.3%
Cc1ccc(C2CCN(C(=O)Nc3ccc(Cl)c(Cl)c3)C2)cc1 (stereo not given)	-26.3%
CCn1c(C(=O)Nc2cc(Cl)ccc2C)cc2sc(Cl)cc21	-6.1%
O=C(CSc1nccn1Cc1ccc(Cl)cc1)Nc1ccc2c(c1)OCO2	-33.4%
COC(=O)C(CC(C)C)NS(=O)(=O)c1ccccc1Br (stereo not given)	-25.2%
O=C(NCCS(=O)(=O)N1CCN(c2ccccc2)CC1)C(c1ccccc1)c1ccccc1	2.5%
CCc1cccc(-n2c(=O)c3cccnc3n2CC(=O)Nc2ccccc2C(=O)OC)c1	-2.9%
N=c1ccn2c(n1)OC1C(O)[C@@H](CO)O[C@H]12 (stereo not given in full)	-13.5%
COc1ccccc1N1CCN(CC(O)COc2ccc(C)cc2C(C)(C)C)CC1 (stereo not given)	15.8µM*
O=C(Cc1cccs1)NC1CC(=O)N(c2ccc(Cl)cc2)C1 (stereo not given)	-2.7%
Cc1cccn2c(Nc3ccccc3)c(-c3cccs3)nc12	-42.8%
Cc1ccc(-c2nc3sc(CCNS(=O)(=O)c4cc(F)ccc4F)c(C)n3n2)cc1	-3.1%
Cc1csc2nc(COC(=O)c3ccc(NC(=O)COc4ccccc4F)cc3)cc(=O)n12	-37.4%
O=C(c1noc2c1CCCCC2)N1CCN(c2ccc(Cl)cc2)CC1	-23.5%
Cc1nn(CCCC(=O)Nc2cccc(C(F)(F)F)c2)c(=O)c2nn(-c3ccccc3)c(C)c12	-20.1%
C=Cc1ccc(Cn2c(C(=O)OC)cc3sc(C)cc32)cc1	11.8%
CCOC(=O)c1c(NC(=O)c2cc(OC)c(OC)c(OC)c2)sc2c1CCCC2	-3.4%
CCOC(=O)c1cccc(NC(=O)Cn2nc3c(cc2=O)CCCC3)c1	-17.3%
COc1ccccc1CNC(=O)c1ccc2c(c1)N(Cc1cc(C)ccc1C)C(=O)c1ccccc1S2	-27.7%
O=C(NCCc1ccc(Cl)cc1)C(=O)NCC(c1ccco1)S(=O)(=O)c1ccccc1 (stereo not given)	-4.6%
C[C@@]12C=Cc3occc3[C@H]1CC[C@]13CC(=O)[C@@H](CC[C@H]12)C3	-35.3%
CCOc1ccc(Sc2cc(C(=O)NCCCOC)c3ccccc3n2)cc1	-20.3%
COc1ccc(CNC(=O)CSc2nc3ccccc3nc2Cc2ccccc2OC)cc1	-13.0%
CCN(CC)c1ccc2cc(-c3nc(-c4ccccc4F)no3)c(=O)oc2c1	-14.3%
CC(C)(C)n1ncc2c(=O)n(Cc3ccc(F)c(F)c3F)cnc21	-28.2%
CC(=O)c1cccc(NC(=O)CSc2nc3ccccc3nc2Cc2ccc(F)cc2)c1	-9.7%
COc1ccc(-c2nsc(NC(=O)c3cccc(OC)c3)n2)cc1	-29.0%
CCCOc1ccc(NC(=O)CC2C(=O)N(c3ccc(C)cc3)C(=O)N2Cc2cccc(OC)c2)cc1 (stereo not given)	-16.4%
Cc1ccc(NC(=O)Cn2nnc(-c3nc(-c4ccncc4)no3)c2N)cc1	-6.9%
COc1cc(Nc2nc(-c3ccc(OC)c(OC)c3)nc3ccccc23)cc(OC)c1	-63.1%
Cc1ccc(Cn2ccnc2SCC(=O)NCc2ccccc2Cl)cc1	-29.2%
COc1cccc([C@@H]2Nc3ccc(C(=O)O)cc3[C@@H]3C=CC[C@@H]32)c1OC	1.4%
CCCn1c(=O)c2sccc2n2c(CCCC(=O)N3CCN(c4cccc(Cl)c4)CC3)nnc12	-7.0%
O=C(/C=C/c1ccco1)Nc1ccc(Cl)c(-c2nc3cc(Cl)ccc3o2)c1	-45.2%
Clc1ccc(CCNc2ncnc3c2c(-c2ccccc2)cn3-c2ccccc2)cc1	-31.9%
CCc1ccc2ncc(S(=O)(=O)c3ccc(Cl)cc3)c(N3CCN(CC)CC3)c2c1	-10.2%
COc1ccc(-c2cc3ccc(O)c(CN4CCOCC4)c3oc2=O)cc1	0.4%
CS(=O)(=O)N(CC(=O)NCCc1ccccc1)c1cc(C(F)(F)F)ccc1Cl	-5.3%
CCOc1ccc(N2CC(NC(=O)C(=O)c3c[nH]c4ccccc34)CC2=O)cc1 (stereo not given)	-15.1%
COc1ccc(CC(=O)NCCc2sc3nc(-c4ccc(OC)cc4)nn3c2C)cc1	-25.8%
Cc1ccc(Cn2ccnc2SCC(=O)NCc2ccc(F)cc2)cc1	-18.4%
Cc1cc(C)cc(NC(=O)c2c(C)oc3nc(C)nc(N4CCCC4)c23)c1	2.4%
CCCSc1nc2sc3c(c2c(=O)n1-c1ccc(C)cc1)CCCC3	-0.2%
CCOc1ccc(OCC)c(Nc2nc3ccccc3n3nnnc23)c1	-10.1%
Cc1ccc2oc(C(=O)N(Cc3sccc3C)C3CCS(=O)(=O)C3)c(C)c2c1 (stereo not given)	-19.7%
CC1=C(C(=O)Nc2ccc(C)cc2C)C(c2ccc(Br)cc2)n2ncc(C(=O)Nc3cccc(C)c3)c2N1 (stereo not given)	-4.7%
COc1ccc(CNC(=O)c2ccc(CN3C(=O)C(C)=C(c4ccc(C)cc4)S3(=O)=O)cc2)cc1	-12.7%
COc1ccc(-c2nsc(NC(=O)c3ccccc3Br)n2)cc1	-20.7%
Cc1cccc(NC(=O)CSc2nccn2-c2cccc(Cl)c2)c1C	-18.2%
COC(=O)CN1C(=O)CSc2ccc(S(=O)(=O)Nc3cccc(Cl)c3C)cc21	-24.7%
Cc1cc(C)c2c(-n3cccc3)c(C(=O)NCCc3ccccc3)sc2n1	-6.0%
CCc1c(C)nc2nncn2c1Nc1cccc(C)c1	-0.7%
Cc1ccccc1CNC(=O)CCSCc1cnn(-c2ccccc2)c1-n1cccc1	-35.3%
CCOc1ccc2cc(-c3nnc(Nc4ccc(C)cc4)s3)c(=O)oc2c1	5.1%
O=C(NCCN1CCOCC1)C1(C(F)(F)F)C/C(=C/CCO)CCCO1 (stereo not given)	-2.2%
COc1ccccc1OCCn1c(COc2cc(C)ccc2C)nc2ccccc21	-6.5%
CCc1ccccc1NC(=O)CSc1nc2n[nH]c(C)c2c(=N)n1-c1cccc(C)c1	-16.3%

Additional compounds.
SMILES	HepG2 tox
CCCN(CCC)C(=O)c1cc2c(=O)n3cccc(C)c3nc2n1C	-25.2%
Cc1cccc(NC(c2cccc(F)c2)c2ccc3ccc(C)nc3c2O)n1 (stereo not given)	-5.3%
Fc1ccc(CSc2nc(NCc3ccccc3)c3ccccc3n2)cc1	-63.2%
COc1ccc(NC(=O)CSc2c3c(nc4ccc(Cl)cc24)CCCC3)cc1Cl	-1.8%
CC(=O)c1cccc(NC(=O)CCn2nc(C)c(S(=O)(=O)N3CCCCC3)c2C)c1	-0.8%
COc1cccc(CNC(=O)c2ccc(CS(=O)Cc3ccc(Cl)cc3)o2)c1 (stereo not given)	-36.3%
Cc1ccc(OCC(=O)N(Cc2ccco2)Cc2ccc(C)o2)cc1	3.1%
CCOc1ccc(Nc2oc(/C=C/c3ccc(OC)c(OC)c3)nc2C#N)cc1	-24.6%
COc1ccc(-c2nnc(Nc3ccc(OC)c(C(N)=O)c3)c3ccccc23)cc1	-25.0%
O=C(OCc1ccccc1)N1CCN(/[N+]([O-])=N/Oc2ccc([N+](=O)[O-])cc2[N+](=O)[O-])CC1	-107.7%
CCc1cc2c(cc3c(=O)n(CCCC(=O)NCc4cccc(Br)c4)ncn32)s1	4.0%
Cc1cc(C)cc(NC(=O)c2sc3nc4n(c(=O)c3c2C)N=C(c2ccccc2)CS4)c1	-16.6%
O=C(NCc1ccccc1)C1(C(F)(F)F)C/C(=C\Cc2ccccc2)CCCO1 (stereo not given)	-30.8%
CN(Cc1ccccc1)S(=O)(=O)c1nnc(NC(=O)c2ccccc2Cl)s1	-39.7%
Fc1ccc(-c2nc(-c3cccs3)c(-c3cccs3)[nH]2)cc1	-21.2%
COC(=O)c1ccc(NC(=O)c2c(-c3ccccc3)c(-c3ccccc3)nn(C)c2=O)cc1	-4.0%
CCc1ccc(S(=O)(=O)N(C(=O)c2ccncc2)c2ccc3oc(C)c(C(=O)OC)c3c2)cc1	-62.1%
COCCCNC(=O)c1ccc2nc(CCc3ccccc3)oc2c1	-36.8%
CSc1cccc(NC(=O)C2CCN(c3ncnc4c3nc3n4CCCCC3)CC2)c1	-21.8%
Cc1ccc(C(=O)Nc2ccc3nc(SCC(=O)N4CCc5ccccc54)sc3c2)cc1	-14.5%
COc1cc(OC)c(NC(=O)c2c(C)oc3nc(C)nc(N4CCOCC4)c23)cc1Cl	-0.8%
COc1ccc(NS(=O)(=O)c2cc(-c3onc(C)c3C)ccc2C)c(OC)c1	-21.8%
Cc1ccc(NC(=O)CN2C(=O)CSc3ccc(S(=O)(=O)N4CCCC4)cc32)cc1F	-13.7%
COc1ccc(C(C)=O)cc1CSc1nc(NCc2ccc(Cl)cc2)c2ccccc2n1	-4.4%
CC(C)c1ccc(NC(=O)c2ccc(F)c(S(=O)(=O)N3CCCC3)c2)cc1	-12.7%
COc1ccccc1C(=O)Nc1nnc(SCc2cc(=O)c3cc(Cl)ccc3[nH]2)s1	-11.3%
COc1cn(CC(=O)Nc2cc(C)cc(C)c2)c(CN2CCCCC2)cc1=O	16.8%
CCOc1ccc(NC(=O)CC2C(=O)N(c3cccc(C)c3)C(=O)N2Cc2cccs2)cc1 (stereo not given)	-37.3%
COc1cccc(Nc2nc(-c3ccccc3)c3cc(C)ccc3n2)c1	-18.6%
CCc1ccccc1NC(=O)CC1NCCNC1=O (stereo not given)	0.2%
Cc1ccc(C)c(CSC2=NC(C)(C)Nc3ccccc32)c1	-59.0%
Cc1ccc(C)c(NC(=O)C(Cc2ccccc2)n2cccc2)c1 (stereo not given)	-4.4%
COc1ccc(-c2onc(C)c2C)cc1S(=O)(=O)Nc1ccc(OC(F)(F)F)cc1	-85.7%
Cc1c(C(=O)N(C)C)sc2c1c(=O)n(-c1ccc(Cl)c(Cl)c1)c(=O)n2CC(=O)Nc1cccc(C(F)(F)F)c1	-0.7%
CCC(=O)Nc1ccccc1C(=O)OCc1cc(=O)n2cc(C)sc2n1	1.3%
COc1ccc(Cn2ccn(Cc3cccc(Cl)c3)c(=O)c2=O)cc1	-0.6%
O=C(Nc1ccc(OC(F)(F)F)cc1)c1noc2c1CCCC2	0.2%
Cc1ccc(NC(=O)c2c(NC(=O)C(F)(F)F)sc3c2CCCCC3)cc1	-59.9%
CCOc1ccccc1NC(=O)Cn1c2ncccc2c(=O)n1-c1ccc(C)c(C)c1	3.0%
Cc1cc(C)cc(-n2ccn(Cc3ccccc3C)c(=O)c2=O)c1	-22.2%
Cc1c(C(=O)Nc2cccc(Cl)c2)oc2ccc(S(=O)(=O)N(C)C3CCCCC3)cc12	2.9%
COc1ccc(C(CCN2CCCC(C)C2)c2c(O)cc(OC)cc2OC)cc1 (stereo not given)	-29.0%
CCN(c1ccccc1)S(=O)(=O)c1nnc(NC(=O)c2ccccc2)s1	-12.5%
Nc1ccc2oc(Cc3ccc(Cl)cc3)nc2c1	-18.4%
CCOc1ccc(CCNC(=O)CCc2c(C)nc3c4c(C)cc(C)nc4nn3c2C)cc1	-9.2%
CCc1ccc(-c2cn3c(n2)sc2cc(C(=O)NCC(C)c4ccccc4)ccc23)cc1 (stereo not given)	-12.6%
CCCn1cc(S(=O)(=O)c2cccc(Cl)c2)c(=O)c2cc(F)c(N3CCCC3)cc21	-9.9%
CCCCCCOc1ccc(C2C(=O)N(C3CCCCC3)CC(=O)N2CCCC)cc1 (stereo not given)	-1.6%
CCCc1nn2c(=O)cc(COC(=O)c3ccc(NC(=O)COc4ccccc4)cc3)nc2s1	4.0%
COc1ccc(C2Sc3ccccc3NC3=C2C(=O)c2ccccc23)c(OC)c1OC (stereo not given)	-15.6%
CCC(=O)N1c2nc(C(C)C)nn2C2(CCCCC2)[C@@H]2CCCC[C@@H]21	2.2%
CCOc1ccc(C(=O)NCCc2sc3nc(-c4ccc(Cl)cc4)nn3c2C)cc1OCC	-10.6%
Cc1cc(C)cc(NC(=O)CN2C(=O)c3ccccc3Sc3ccc(C(=O)N4CCOCC4)cc32)c1	-5.5%
CCOc1ccc(-c2nnc(SCC(=O)Nc3cccc(Cl)c3C)o2)cc1	-20.7%
COc1ccc(NC(=O)Cn2nnnc2-c2ccccc2F)c(C)c1	-11.6%
Cc1nn(CC(=O)NCCc2ccccc2)c(=O)c2nn(-c3ccccc3)c(C)c12	-0.3%
